High-throughput results (PubChem BioAssay)
HER2 expr 66K – Her2 kinase expression inhibition; P04626; SKBR-3 HER2 protein level, AlphaScreen, 18-24 h; stronger effect = lower value; AID 645; 65,000 compounds, 0.69% hits; HER2 level % of control, % at 10 µM;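 active = HER2 level under 5% of the carrier-only control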;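 note: 100% = DMSO carrier and 0% = 500 nM PU-H71 HSP90 inhibitor; lower value means stronger loss of Her2 protein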
NADH coupling – blocks coupling enzymes of NAD/NADH assays | coupled PK/LDH NADH assays, four targets | IC50, µM (highest dose often 10 µM), without a hit: top-dose inhibition | 65,000 compounds, 0.02% hits | AID 774;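 active = single-dose screening hits from any of four coupled enzyme assays that gave an IC50 when retested across doses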;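 note: the DPM-DC format reads NADH fluorescence rather than 340 nm absorbance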
D1 allo mod – allosterically modulates the human D1 dopamine receptor | B-score at 10 µM | HEK293 D1, CRE-luciferase, dopamine EC30 potentiation; actives deviate in either direction | 58,000 compounds, 5.9% hits | AID 641;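 active = luminescence count or its row- and column-corrected plate score outside the 99.7% band of the plate's sample wells, on either side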
Target sequence (P21728 whole entry, looked up): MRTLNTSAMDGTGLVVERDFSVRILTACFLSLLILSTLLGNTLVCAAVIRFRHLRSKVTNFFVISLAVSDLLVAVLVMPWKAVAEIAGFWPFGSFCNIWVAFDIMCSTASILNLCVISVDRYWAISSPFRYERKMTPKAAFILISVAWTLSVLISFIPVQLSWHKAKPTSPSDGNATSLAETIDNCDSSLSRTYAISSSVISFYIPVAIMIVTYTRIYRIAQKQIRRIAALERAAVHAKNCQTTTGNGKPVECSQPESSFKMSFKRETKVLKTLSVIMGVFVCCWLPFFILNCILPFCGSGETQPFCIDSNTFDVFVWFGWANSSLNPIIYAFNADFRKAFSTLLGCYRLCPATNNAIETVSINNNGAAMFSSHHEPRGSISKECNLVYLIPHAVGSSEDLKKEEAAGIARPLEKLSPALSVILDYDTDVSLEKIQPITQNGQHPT
M1 ag – agonists of M1 muscarinic receptor. CHO-M1 cells, Fluo-4 calcium fluorescence, agonist mode; stronger effect = higher value. B-score at 10 µM. 64,000 compounds, 3% hits. AID 626;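 active = fluorescence rise, raw or as B-score row- and column-corrected plate score, outside the 99.7% band of its plate's samples, either direction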
Ec RNAP inh – inhibitors of Escherichia coli RNA polymerase | AID 559 | inhibition, %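 (tested at 10 µM)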 | 62,000 compounds, 0.2% hits | E. coli RNA polymerase, fluorescence transcription assay | P0A8V2; in the data active = inhibition above about 20%;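 note: 0% = enzyme without compound and 100% = no enzyme blank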
Hsp90 block – displaces geldanamycin probe from tumor Hsp90. P07900. NCI-N417 lysate Hsp90, Cy3B-geldanamycin FP displacement. inhibition, % at 30 µM. 64,000 compounds, 0.35% hits. AID 429;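 active = inhibition above 50%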;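 note: 0% = tracer plus lysate wells and 100% = tracer alone without lysate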
M1 antagonist – antagonists of rat M1 muscarinic receptor; 64,000 compounds, 3.4% hits; AID 628; B-score at 10 µM; CHO-M1 cells, Fluo-4 calcium, ACh EC80 antagonist mode; stronger effect = lower value;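 active = calcium fluorescence response, raw or row-and-column corrected B-score, differing from the plate sample mean either way at a set confidence level, mostly lower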
Target sequence (P08482 whole entry, looked up): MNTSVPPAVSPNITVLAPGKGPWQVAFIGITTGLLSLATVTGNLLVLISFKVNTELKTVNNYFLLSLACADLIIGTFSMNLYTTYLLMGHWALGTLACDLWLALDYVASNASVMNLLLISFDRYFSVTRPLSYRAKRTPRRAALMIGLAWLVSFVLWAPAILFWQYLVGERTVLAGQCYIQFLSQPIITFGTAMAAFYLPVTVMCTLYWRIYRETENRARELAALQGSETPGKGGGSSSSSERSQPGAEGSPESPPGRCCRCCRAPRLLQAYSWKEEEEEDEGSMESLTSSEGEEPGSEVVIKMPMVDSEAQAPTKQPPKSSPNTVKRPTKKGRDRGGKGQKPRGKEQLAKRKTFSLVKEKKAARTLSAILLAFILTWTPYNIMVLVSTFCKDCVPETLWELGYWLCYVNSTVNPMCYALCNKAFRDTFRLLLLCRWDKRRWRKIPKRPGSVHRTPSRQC
5HT1a ag – 5-HT1a (human) receptor agonism; 65,000 compounds, 0.56% hits; AID 567; activation, % at 10 µM; CHO 5-HT1a Ga15 NFAT-bla reporter, FRET ratio; 0% basal, 100% maximal reference agonist; P08908;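 active = activation above the screen-wide mean activation plus 3 SD, cut at about 19% in these data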;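 note: 0% = DMSO wells and 100% = 5-CT at EC100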
Autofluor 339 – intrinsic fluorescence of library compounds, ex339/em460 – biochemical, MLSMR library, data from DPM-DC assay, artefact control, profiling panel | fluorescence fold increase at 10 µM | compound autofluorescence, ex339/em460 nm, NADH buffer; stronger effect = higher value; 1 = no-compound wells, NADH background | 65,000 compounds, 5.5% hits | AID 709;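 active = at 10 µM, mean starting fluorescence two-fold or more over control wells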;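 note: signal is the first read of a kinetic run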
Active calls of the source: *; nt = not tested or not shown; [ ] = remark or other dose.

SMILES	HER2 expr 66K	NADH coupling	D1 allo mod	M1 ag	Ec RNAP inh	Hsp90 block	M1 antagonist	5HT1a ag	Autofluor 339
CC(=O)NC12CC3CC(C1)CC(C(=O)OCC(=O)NC(=O)c1cccn1C)(C3)C2	92	8%	0.078	0.99	6	-6	1.5	0.3	1.1
CCCC(=O)NCCc1cc2ccc(C)c(C)c2[nH]c1=O	74	1%	-0.63	0.66	8	-2	1.1	-2.1	1.3
CCCn1c2c(c(O)c(C(=O)Nc3ccc(C)cn3)c1=O)CCCC2	98	3%	-1.3	-0.55	11	-1	0.38	-2.0	1.1
O=C(NCCc1ccc(Cl)cc1)C1CC(=O)N(C2CCCCC2)C1 (centres undefined)	121	4%	-0.26	-0.9	7	0	-0.27	-1.0	1.1
Cc1cc(NC(=O)CN2CCC(O)(c3cccc(F)c3)CC2)no1	105	1%	-0.67	0.095	4	0	1.9	-0.3	1
Cc1cc(O)cc(=O)n1Cc1ccco1	85	9%	-0.066	0.27	12	-2	0.6	0.2	1.1
CCOC(=O)Cc1csc(NC(=O)COc2ccccc2OC)n1	77	2%	0.087	-1.2	9	nt	-1.7	nt	1.1
COC(=O)CN(c1ccccc1OC)S(=O)(=O)c1ccccc1	80	5%	-0.054	0.63	-6	-2	0.11	-1.3	1.1
Cc1nc(N)sc1Cc1ccc2c(c1)OCO2	88	4%	3.6	-0.077	1	-1	1.6	-0.1	1.1
N#Cc1ccc(OCc2nnc(SCC(=O)N3CCCc4ccccc43)n2-c2ccccc2)cc1	78	4%	-1	-0.085	1	-7	-0.5	2.1	1
COc1ccc(N2CCN(CCCNS(=O)(=O)c3ccc4c(c3)oc(=O)n4C)CC2)cc1	102	12%	-0.39	-0.17	3	-2	-1	-0.2	1
CC1Oc2ccccc2N(CC(=O)N2CCc3ccccc32)C1=O (centres undefined)	98	9%	0.05	-0.11	-1	-10	0.46	-4.9	1.1
COCCn1c(SCC(=O)Nc2sc(C)c(C)c2C#N)nnc1-c1ccc(OC)cc1	107	6%	-0.79	-0.86	4	-1	-0.019	-0.5	1.1
CCOC(=O)CCC(NC(=O)c1ccc(NCN2C(=O)c3ccccc3C2=O)cc1)C(=O)OCC (centres undefined)	66	0%	-0.81	0.62	2	2	0.0072	-0.1	1.1
O=C(CCCc1nc(-c2ccccc2)no1)NCc1cccnc1	54	6%	1.1	nt	13	-7	nt	-3.0	1.1
Cc1ccc(C)c(OCC(O)CN2C(C)CCCC2C)c1 (centres undefined)	90	4%	-1.7	2.5*	-12	-3	-1.5*	1.6	1
Cc1cc2c(c(=O)n1CCN(C)C)C(c1ccccc1Br)C(C#N)=C(N)O2 (centres undefined)	106	3%	-0.016	0.37	3	-2	0.023	-4.2	1.1
Cc1ccc(CNC(=O)CN(C)S(=O)(=O)c2cccc3nsnc23)cc1	89	7%	-0.021	-0.053	5	-3	0.57	-3.3	1.1
C=CCSc1nnc2c(n1)[nH]c1c(C)cccc12	67	6%	-1.9	-1.4	11	-7	-0.49	-2.2	1.1
COCCNc1nc2c(c(=O)n(C)c(=O)n2C)n1Cc1cccc(C)c1	81	8%	-0.74	-0.73	11	-3	-0.011	0.5	1
CCCCNC(=O)C(NS(=O)(=O)c1cccc2nsnc12)c1ccccc1 (centres undefined)	81	6%	0.4	1.3	4	-7	0.14	-0.5	1.1
O=c1c2ccccc2n2nnnc2n1-c1ccccc1	119	9%	nt	0.067	6	-2	0.17	-0.7	0.99
COC(=O)C1=C(C)NC2=C(C(=O)CCC2)C1c1cccs1 (centres undefined)	95	7%	-1.2	2	8	-9	-0.16	-0.4	1.6
CCOC(=O)c1c(NC(=O)CN(CC)CC)sc2c1CCN(C(=O)OCC)C2	66	7%	6.1*	nt	nt	1	nt	2.1	1.1
O=C(Cn1cnc2c(nnn2-c2ccccc2)c1=O)N1CCOCC1	91	3%	nt	0.53	18	-1	-0.049	-1.5	1.1

Quoted from the listing:
In D1 allo mod, CCOC(=O)c1c(NC(=O)CN(CC)CC)sc2c1CCN(C(=O)OCC)C2 shows 6.1*
In D1 allo mod, COC(=O)C1=C(C)NC2=C(C(=O)CCC2)C1c1cccs1 (centres undefined) shows -1.2

Continued:
SMILES	HER2 expr 66K	NADH coupling	D1 allo mod	M1 ag	Ec RNAP inh	Hsp90 block	M1 antagonist	5HT1a ag	Autofluor 339
CCc1c(C)[nH]c2ccc(C)cc2c1=O	115	18%	nt	nt	1	0	nt	1.0	1.2
CSc1nc2ccc(S(=O)(=O)NC3CCCCC3)cc2s1	111	3%	-0.65	-1.9	4	nt	-0.32	nt	1.1
COc1cccc(NC(=O)CCSc2nnc3scc(-c4ccccc4)n23)c1	64	4%	4.4*	-0.11	4	-6	-0.051	2.7	1.1
COC(=O)c1ccc(CSc2ncnc3ccccc23)o1	66	6%	4.5*	0.88	8	-3	0.54	-1.1	1.1
CCN(CC)Cc1cc2ccccc2c2c1COC2	97	8%	-0.16	-0.16	4	-1	-2.3*	-2.1	1.1
CC(=O)N=c1ncn(CC(COC(C)=O)OC(C)=O)c2nc[nH]c12 (centres undefined)	105	3%	0.67	-0.37	0	0	0.051	-0.3	1.1
O=C1CCCc2nc(NCc3ccco3)ncc21	64	6%	1.8	-1.3	1	0	0.29	-1.0	1.2
O=C1NC(c2ccc3c(c2)OCO3)Oc2ccccc21 (centres undefined)	74	4%	2	0.013	-3	1	-0.062	-2.6	1.3
O=C(Cn1[nH]c(=O)c2ccccc2c1=O)NC1CCN(Cc2ccccc2)CC1	81	6%	-0.87	0.63	-3	-2	-0.13	4.5	1
O=C(NCc1ccco1)c1cnn2c1NC(c1ccccc1)CC2C(F)(F)F (centres undefined)	131	5%	nt	0.28	5	-4	1	3.5	1.1
O=C(Nc1cccc(Cl)c1N1CCCCC1)c1ccc2c(c1)OCCO2	128	6%	0.62	-0.29	1	1	-0.27	8.8	1.1
CNc1oc(-c2ccccc2)nc1C#N	79	7%[fluoresces]	7.4*	0.057	0	0	-1.3	-4.4	2.1*
COc1ccc(NC(=O)Cc2nnc(SCC(=O)Nc3cc(C)ccc3OC)n2C)cc1	111	3%	-0.015	0.46	-3	1	0.84	-0.4	1.1
CCn1c(N)c(C(=O)NCc2ccco2)sc1=S	97	6%	0.023	1.6	11	1	-0.0019	-1.0	1.1
Cc1cc(C)nc(SCCS(=O)Cc2ccc(Cl)cc2)n1 (centres undefined)	99	2%	0.84	-0.72	4	0	0.92	0.8	1
Cn1cccc1Cc1nnc(SCC(=O)Nc2ccc3c(c2)OCO3)n1-c1ccc(F)cc1	91	8%	-0.17	0.21	4	1	0.97	-1.5	1
O=C(O)CCCC(=O)N(Cc1ccccc1)Cc1ccccc1	111	9%	-4.3	nt	2	-2	nt	-4.2	1.1
CC(C)(C)c1ccc(OCC(=O)N2CCN(C=O)CC2)cc1	nt	8%	0.009	-0.024	2	nt	1.1	-1.5	1.1
CCc1nccn1S(=O)(=O)c1ccc(Br)cc1Br	102	5%	1.4	0.07	5	-2	0.12	-1.4	1.1
Cc1ccc(-c2noc(CCC(=O)Nc3ccccc3N3CCN(C)CC3)n2)cc1	101	9%	-1.2	-0.7	3	-4	-3.2*	-3.0	1.1
CCOc1ccc(-c2nc(-c3ccccc3C)no2)cc1	73	0%	0.64	-0.031	4	1	0.86	0.4	1.1
N#Cc1ccccc1NC(=O)c1ccc(-c2ccccc2Cl)o1	67	6%	-0.44	0.21	-3	-2	-0.15	-3.5	1.3
CC1CN(C(=O)c2cc(S(=O)(=O)N3CCCC3)c(Cl)cc2Cl)CC(C)O1 (centres undefined)	87	5%	1.1	0.12	-4	-5	-0.03	-0.7	1.1
COc1ccc(S(=O)(=O)N(CCc2ccccc2)CC(=O)O)cc1OC	71	1%	nt	-0.48	-2	2	0.71	-3.5	1.1
C#CCN1CC(C)/C(=N/O)CC1C (centres undefined)	118	7%	-0.55	-0.13	11	0	-0.00031	-1.3	1.1

Sorted by value in M1 antagonist (descending): 5 from the list above.
| mol | M1 antagonist |
| --- | --- |
| CCOc1ccc(-c2nc(-c3ccccc3C)no2)cc1 | 0.86 |
| COc1ccc(S(=O)(=O)N(CCc2ccccc2)CC(=O)O)cc1OC | 0.71 |
| O=C(Cn1[nH]c(=O)c2ccccc2c1=O)NC1CCN(Cc2ccccc2)CC1 | -0.13 |
| CNc1oc(-c2ccccc2)nc1C#N | -1.3 |
| Cc1ccc(-c2noc(CCC(=O)Nc3ccccc3N3CCN(C)CC3)n2)cc1 | -3.2* |

Autofluor 339: entries above that show a hit
compound	HER2 expr 66K	NADH coupling	D1 allo mod	M1 ag	Ec RNAP inh	M1 antagonist	5HT1a ag	Autofluor 339
CNc1oc(-c2ccccc2)nc1C#N	79	7%[fluoresces]	7.4*	0.057	0	-1.3	-4.4	2.1*

Going on with the list:
SMILES	HER2 expr 66K	NADH coupling	D1 allo mod	M1 ag	Ec RNAP inh	Hsp90 block	M1 antagonist	5HT1a ag	Autofluor 339
O=S(=O)(c1ccc(Nc2ccc3c(c2)OCO3)nc1)N1CCOCC1	94	6%	-0.28	-0.061	7	-1	0.45	-2.5	1.1
O=C(c1cc2ccccc2cc1OCC(O)CN1CCCCC1)N1CCCCC1 (centres undefined)	109	3%	nt	-0.11	-2	-1	-0.26	-2.2	1.1
CC(C)(C)NC(=O)c1cc(NC(=O)c2ccco2)cc(NC(=O)c2ccco2)c1	129	1%	-0.75	4.6	nt	-4	-0.33	-1.9	1
COCCN(C(=O)C(C)C)c1nnc(-c2cccc(C)c2)s1	102	8%	-0.26	0.065	2	nt	0.39	-1.8	1.1
CCOC(=O)C1CCCN(C(=O)COC(=O)c2cc(=O)c3ccccc3o2)C1 (centres undefined)	107	5%	-1	-1.5	9	nt	1.9	-1.1	1.1
Cc1[nH]c2ccc(F)cc2c(=O)c1SC(F)(F)C(F)F	123	8%	-1	-1.6	4	-1	-0.0085	-0.9	1
Cc1ccc(Cl)cc1N1CCN(C(CC(C)C)c2nnnn2CC2CCCO2)CC1 (centres undefined)	104	5%	-0.022	-0.61	4	-3	0.15	-0.8	1
CC(NC(=O)c1cccs1)C(c1cccs1)N1CCN(Cc2ccccc2)CC1 (centres undefined)	124	5%	-2.1*	-0.46	4	-4	-1.4	0.3	1.1
COc1ccccc1OCC(=O)Nc1ccc(S(=O)(=O)Nc2cc(C)nc(C)n2)cc1	95	7%	nt	0.14	3	-5	0.4	3.5	1.1
Cc1noc(C)c1S(=O)(=O)N(CCc1ccccc1)Cc1ccccc1	74	4%	0.0032	0.73	0	0	0.11	-2.2	1.1
CC1=CC(=C2C(=O)c3ccccc3C2=O)C=C(C)N1C	108	8%	nt	0.54	11	-2	0.17	-1.9	0.95
N/C(Cn1nnc(-c2ccccc2)n1)=N\O	95	4%	0.27	0.0043	4	-4	0.48	-2.3	1
O=C(CN1CCOCC1)Nc1ccccc1NC(=O)C1CCN(c2ncccn2)CC1	103	6%	-1.1	0.16	3	-4	0.11	1.8	1.5
COc1ccc(N2CC(C)Cn3c2nc2c3c(=O)n(Cc3ccc(F)cc3)c(=O)n2C)c(OC)c1 (centres undefined)	86	9%	-0.072	0.2	3	2	0.61	0.3	1.2
